Compound activity: PubChem BioAssay, The Scripps Research Institute Molecular Screening Center
FBW7 activator = activators of human E3 ligase FBW7 | normalized activity (activation), % at 26.1 µM | hit rate 0.13% among 650,000 | Q969H0 | AlphaScreen FBW7–phospho-cyclin E peptide binding, activator screen; in the data active = normalized activity above about 1.9%;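 also: purified mutant Fbw7 with reduced substrate affinity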
MITF primary = human MITF inhibition, primary screen. AID 1259374. O75030. inhibition, % at 2.6 µM. hit rate 0.91% among 650,000. AlphaScreen MITF homodimerization, bead proximity signal; in the data active = inhibition above about 50%;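 also: 0% = vehicle wells with protein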
Target sequence (O75030 whole entry, looked up): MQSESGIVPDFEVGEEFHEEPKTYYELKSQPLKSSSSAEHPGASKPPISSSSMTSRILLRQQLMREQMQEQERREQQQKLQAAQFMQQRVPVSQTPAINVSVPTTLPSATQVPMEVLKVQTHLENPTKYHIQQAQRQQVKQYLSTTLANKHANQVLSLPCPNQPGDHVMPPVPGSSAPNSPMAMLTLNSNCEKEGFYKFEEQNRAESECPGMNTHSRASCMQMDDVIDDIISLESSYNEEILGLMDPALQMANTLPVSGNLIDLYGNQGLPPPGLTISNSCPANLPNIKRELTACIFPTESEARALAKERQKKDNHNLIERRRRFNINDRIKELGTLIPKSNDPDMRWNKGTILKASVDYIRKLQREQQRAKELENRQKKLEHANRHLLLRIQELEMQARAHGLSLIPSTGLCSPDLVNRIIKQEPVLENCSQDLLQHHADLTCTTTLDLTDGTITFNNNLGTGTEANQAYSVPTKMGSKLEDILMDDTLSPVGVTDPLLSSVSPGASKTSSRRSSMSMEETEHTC
GPR151 activ = activators of human GPR151 | PathHunter beta-arrestin GPR151 cells, luminescence | activation, % at 11.2 µM | hit rate 1% among 650,000 | AID 1508602; in the data active = activation above about 4.9%;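 also: 0% = median of compound wells and 100% = cells with positive control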
Target sequence (Q8TDV0 whole entry, looked up): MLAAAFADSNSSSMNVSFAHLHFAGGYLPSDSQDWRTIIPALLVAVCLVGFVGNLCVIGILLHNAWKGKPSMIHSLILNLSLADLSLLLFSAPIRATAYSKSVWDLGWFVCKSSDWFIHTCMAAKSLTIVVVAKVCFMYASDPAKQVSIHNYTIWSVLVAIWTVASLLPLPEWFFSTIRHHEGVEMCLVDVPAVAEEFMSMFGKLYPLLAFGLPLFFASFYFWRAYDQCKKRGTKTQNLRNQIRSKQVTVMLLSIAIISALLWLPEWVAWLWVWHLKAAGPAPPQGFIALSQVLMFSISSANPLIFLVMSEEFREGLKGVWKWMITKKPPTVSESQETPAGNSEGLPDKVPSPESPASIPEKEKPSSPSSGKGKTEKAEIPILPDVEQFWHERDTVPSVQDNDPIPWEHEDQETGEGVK
TEAD-YAP inh = TEAD-YAP interaction inhibition; HEK-TIYL cells, TEAD-Gal4/YAP UAS-luciferase luminescence; inhibition, % at 9.12 µM; hit rate 1.4% among 640,000; in the data active = inhibition above about 32%;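 also: 0% = median of test compound wells and 100% = reference inhibitor wells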
* marks the source's active call; other numbers are inactive results; / = not tested or not shown. Not a hit list; 3.5% or so of the library scored in one or more.

Values run as follows: FBW7 activator	MITF primary	GPR151 activ	TEAD-YAP inh
CN(C(=O)C1=CC(c2ccc(F)cc2)=NS(=O)(=O)N1C)c1ccccc1
→ 0.0	9	-1.0	6
CC(C)(C)n1nc2c(c1NC(=O)/C=C\c1ccco1)CSC2
→ 0.1	5	-1.3	6
O=C(COc1ccccc1)NCc1nnc2n1CCN(Cc1ccc3c(c1)OCCO3)CC2
→ 0.1	-10	0.0	3
COc1ccccc1CNS(=O)(=O)c1cc(C(=O)Nc2cc(Cl)cc(Cl)c2)ccc1F
→ -0.1	4	2.3	2
CCCc1cc(C(=O)N2CCN(S(=O)(=O)c3ccc(OC)c(OC)c3)CC2)cs1
→ -0.4	12	2.7	-29
COC(=O)C1C(C)(C(=O)OC)N=NC1(c1ccccc1)c1ccccc1 (stereo not given)
→ 0.6	-10	0.3	-9
COc1cc(-c2n[nH]c(=S)n2-c2ccc(Br)cc2)cc(OC)c1OC
→ -0.1	4	-0.1	4
C=CCn1c(SCC(=O)Nc2ccccc2F)nnc1-c1ccco1
→ 0.1	13	0.2	8
CCOC(=O)c1ccc(Oc2nc(NC)nc(Nc3ccccc3)n2)cc1
→ 0.8	10	-1.8	-2
CSc1ccc(Cl)c(C(=O)Nc2cccc(C3OCCCO3)c2)c1
→ 0.0	2	2.7	1
Cc1nn(C)cc1CN1CCOc2ccc(C(O)CC(C)C)cc2C1 (stereo not given)
→ 0.2	15	0.0	-5
Cc1cc2c(cc1S(=O)(=O)Nc1ccccn1)OCCN2C
→ -0.1	1	-0.2	-10
COc1ccc(N2CCN(CCCn3c(=S)[nH]c4ccsc4c3=O)CC2)cc1
→ -0.2	1	0.1	0
CC(C)CNc1nc2ccccc2nc1NS(=O)(=O)c1ccccc1
→ 0.2	3	0.0	2
COc1ccc(-c2nn(CC(=O)N(C)C)c(=O)c3ccccc23)cc1
→ -0.1	2	3.4	-14
NC(=O)c1cncc(-c2ccc(C(=O)NC3CC3)cc2)c1
→ 0.2	14	2.7	11
O=C(CCC1CCN(Cc2cc3c(cc2Cl)OCO3)CC1)NC1CC1
→ 0.2	5	-0.9	6
O=C(Nc1ccccc1C(=O)N1CCOCC1)C1CCCO1 (stereo not given)
→ -0.3	1	-1.1	-1
NS(=O)(=O)c1ccc(CCNC(=O)CCN2C(=O)C3C4C=CC(C4)C3C2=O)cc1 (stereo not given)
→ -0.1	17	-0.5	3
COc1cc(=O)n2c(c1C(=O)NCCC(C)C)CCN(C(=O)c1nonc1C)CC2
→ 0.0	-5	0.0	0
O=C(Nc1cccc([N+](=O)[O-])c1)c1cc(Br)ccc1Cl
→ -0.9	-6	-1.4	5
NC(=O)Cn1nc2n(Cc3ccc(F)cc3)c3ccccc3n2c1=O
→ 1.2	9	4.0	3
COC(=O)C1(O)CC(C)N(C)CC1C (stereo not given)
→ -0.1	-6	-0.9	-12
O=C(CCCCCn1c(=S)[nH]c2ccc(Br)cc2c1=O)N1CCN(c2ccccc2)CC1
→ 0.1	6	-0.6	-3
COc1ccc(C2C(C#N)=C(N)Oc3c2c(C)nn3-c2ccc(Br)cc2)cc1 (stereo not given)
→ 0.2	4	-1.2	7
CC(C)(C)NC(=O)CN(Cc1ccc(Br)cc1)S(=O)(=O)c1ccccc1
→ 0.0	2	-1.3	1
O=S(=O)(c1ccc(Oc2ccc(Cl)cc2)cc1)c1ccc(Oc2ccc(Cl)cc2)cc1
→ 0.1	-3	0.0	8
COCCN1C(=O)C2C3c4ccccc4C(c4ccccc43)C2C1=O (stereo not given)
→ -0.2	-3	0.0	11
Cc1nc2sc3c(c2c2nn(CC(=O)NC4CC4)c(=O)n12)CCC(C)C3 (stereo not given)
→ 0.7	8	-1.9	12
CC(C)(C)n1nc2c(c1NC(=O)C13CC4CC(CC(C4)C1)C3)CS(=O)(=O)C2
→ -0.1	10	0.5	-15
O=C(COc1ccccc1)NCc1nnc(SCC(=O)N2N=C(c3cccs3)CC2c2ccc(F)cc2)n1Cc1ccccc1 (stereo not given)
→ -0.1	8	-0.3	18
CC(C)CCNC(=O)NC(=O)CSc1n[nH]c(COc2ccc(Cl)cc2)n1
→ 0.2	7	-0.1	-1
Cc1ccc(S(=O)(=O)Nc2cccc(-c3csc(C)n3)c2)cc1
→ -0.1	2	1.8	6
CC(=O)Nc1ccc2nc(CN3CCN(Cc4ccc(F)cc4)C(CCO)C3)ccc2c1 (stereo not given)
→ -0.1	2	-1.8	9
CCc1ccc(NC(=O)C(C)Oc2ccccc2)cc1 (stereo not given)
→ -0.1	-20	-1.8	-4
O=C(CCN1C(=O)c2cccnc2C1=O)Nc1ncc(Br)s1
→ -0.4	23	-0.9	9
COc1ccc(C2C(C#N)=C(N)Oc3ccc4ccccc4c32)cc1 (stereo not given)
→ 0.6	10	-0.9	-5
CC(Nc1cc(N2CCN(C(=O)c3cc(F)c(F)cc3Cl)CC2)ccc1[N+](=O)[O-])C12CC3CC(CC(C3)C1)C2 (stereo not given)
→ 0.3	10	-1.0	5
CCN(CC)C(=O)CSc1nc2c(sc(=S)n2-c2cccc(OC)c2)c(=O)n1-c1ccccc1C
→ -0.1	-2	2.9	-6
CCc1ccccc1-n1c(SCC(=O)N2CCCCC2)nnc1-c1cccnc1
→ 0.0	-3	-0.2	3
CCc1nc(SCc2cc(C)ccc2C)c2c(=O)n(C)c(=O)n(C)c2n1
→ 0.0	-4	4.5	-5
O=S(=O)(NCc1ccsc1)c1cccc(F)c1
→ 0.0	-3	-0.5	6
O=C(COC(=O)c1cc(=O)c2ccccc2o1)Nc1ccccc1
→ 0.0	14	-1.2	1
COC(=O)CN1C(=O)C2(C(C#N)=C(N)OC3=C2C(=O)CCC3)c2ccccc21 (stereo not given)
→ 0.1	-1	0.4	-1
CCOC(=O)N1CCN(S(=O)(=O)c2ccc(C(=O)Nc3nc4c(s3)CC(C)CC4)cc2)CC1 (stereo not given)
→ 0.0	-5	0.5	4
CN(C)c1ccc2c(c1)OC(N)=C(C#N)C2c1cccs1 (stereo not given)
→ -0.1	-3	-0.3	-3
COc1cccc(NC(=O)c2ccc(-c3cccc(OC)c3)nc2N2CCOCC2)c1
→ 0.0	15	1.3	-13
CCOC(=O)N1CCN(CC(O)c2ccccc2)CC1 (stereo not given)
→ -0.2	35	-0.6	-9
O=C(NCCCN1CCCC1=O)c1ccnc(NC2CCN(Cc3ccccc3)CC2)c1
→ 0.4	-1	-1.0	-1
COC(=O)c1ccc(C(=O)Nc2nc3c(s2)CCc2ccccc2-3)cc1
→ 0.0	7	1.2	5
Cc1onc(-c2ccccc2Cl)c1C(=O)Nc1ccccc1Sc1ccccc1
→ 0.1	3	-0.6	23
CCOC(=O)c1[nH]c(C)c(C(=O)Nc2ccccc2SC)c1C
→ -0.2	-3	0.9	52*
Cc1c(NC(=O)c2ccc(I)cc2)c(=O)n(-c2ccccc2)n1C
→ 0.0	-13	2.8	-2
CC1=CC2=NC(Cc3ccc(C)cc3)(NC(=O)c3ccccc3)C(=O)N2C=C1 (stereo not given)
→ -0.2	10	0.0	-2
O=C(O)CSc1ccc(F)cc1
→ 0.5	10	-1.8	1
O=C(Cn1cc2c(n1)CCCCC2)NCCC1=CCCCC1
→ 0.5	10	-1.9	-15
COc1ccccc1CN1CCNC(=O)C1CC(=O)NCc1cc(F)ccc1C (stereo not given)
→ -0.2	-5	-0.9	-1
CSCCC(NC(N)=O)C(=O)NNC(=O)Cc1nc2ccccc2n1C (stereo not given)
→ 0.3	11	-1.1	2
COc1ccc2nc(SCC(=O)Nc3ccc(Oc4ccccc4)cc3)n(S(=O)(=O)c3ccc(C)cc3)c2c1
→ -0.1	1	-1.8	-2
CCOc1cc(/C=C2\C(=O)NC(=S)N(c3ccccc3OC)C2=O)ccc1O
→ 0.4	17	-0.9	26

(more compounds)
Values run as follows: FBW7 activator	MITF primary	GPR151 activ	TEAD-YAP inh
Cc1ccccc1OCC(=O)Nc1ccc(S(=O)(=O)N2CCCCCC2)cc1
→ 0.0	5	0.6	6
COCCCNC(=O)c1nn(-c2ccc(C)cc2)c(=O)c2c1c1ccccc1n2C
→ 0.0	5	1.7	2
c1csc(C2CCCN2c2nc3nonc3nc2NC2CC2)n1 (stereo not given)
→ 0.2	12	-1.2	6
COc1ccccc1OCCNC(=O)c1cccs1
→ 0.6	29	-1.9	-42
O=C(NCCN1CCOCC1)c1ccc(N2CCCCCC2)c([N+](=O)[O-])c1
→ 0.0	6	0.9	4
Cc1cccc(C2C=C(c3ccc(Br)cc3)Nc3nnnn32)c1 (stereo not given)
→ -0.2	4	0.6	-2
COC(=O)c1ccc(CNC(=O)c2ccc(Cl)c(S(=O)(=O)NC(C)(C)C)c2)cc1
→ 0.1	-5	1.2	3
Cc1cccc(N2C(=O)c3ccc(NC(=O)C(F)(F)F)cc3C2=O)c1C
→ 0.0	-9	0.3	11
Cc1c(NC2=NC(C)(C)Cc3ccccc32)c(=O)n(-c2ccccc2)n1C
→ 0.0	-4	-1.8	4
Cc1ccc(S(=O)(=O)N2CCc3ccccc3C2)cc1
→ -0.1	4	-0.2	2
CC(=O)Nc1ccc(-c2ccc(NC(C)=O)c([N+](=O)[O-])c2)cc1[N+](=O)[O-]
→ 0.0	-1	0.7	-12
CC(=O)c1cccc(-c2ncc(C)c(NCCc3ccc(O)cc3)n2)c1
→ -0.1	-3	-0.4	-16
Cc1ccc(N=Cc2cc(-c3ccccc3)oc2S)c(C)c1
→ 1.1	16	0.3	3
CC(C)(C)N1C(=O)[C@H]2[C@H]3[C@H](O)[C@H](O)C/C(=N\OCc4ccccc4)[C@H]3CC[C@H]2C1=O
→ -0.1	15	-0.2	/
O=C(O)c1cc(N2C(=O)/C(=C/c3ccc(-c4ccc(Br)cc4)o3)C=C2c2ccccc2)ccc1O
→ -0.1	-4	-0.8	0
C=CCNc1c(N)c(=O)oc2ccccc12
→ 0.3	15	-0.3	5
COc1cc(CNCc2cccc(F)c2)cc(OC)c1
→ -0.1	25	-1.5	-1
CCCCn1c(CNC(=O)c2cc(OC)cc(OC)c2)nnc1SC(C)C(=O)Nc1sc(C(=O)OCC)c(C)c1C(=O)OCC (stereo not given)
→ 0.0	1	1.3	-2
Cc1cc(-c2ccc(S(=O)(=O)Nc3ccc(-c4ccno4)cc3)cc2)on1
→ -0.3	-14	1.7	13
O=C(CSc1ncnc2c1nnn2Cc1ccc(F)cc1)N1CCc2ccccc21
→ 0.2	9	0.5	1
O=C(O)CCc1nnc(N/N=C/c2ccc([N+](=O)[O-])cc2)[nH]c1=O
→ -0.1	0	-0.7	-3
CC1(C)CC(NC(=O)c2cc(Cl)c(Cl)cc2C(=O)O)CC(C)(C)N1
→ 0.1	4	0.8	4
CN1CCN(C(CC(=O)Nc2ccccc2Cl)C(=O)O)CC1 (stereo not given)
→ 0.7	18	0.0	4
Nc1ncnc(N)c1N=Nc1ccccc1
→ -0.5	22	-0.1	21
CCOC(=O)N1CCC(NC2CCCCC2C)CC1 (stereo not given)
→ 0.9	15	0.5	-6
COC(=O)C1C(c2ccccc2)NC(c2ccccc2)C(C(=O)OC)S1(=O)=O (stereo not given)
→ 0.0	9	-1.1	-8
CCOC(=O)C1CCCn2c1nc1scc(-c3ccccc3)c1c2=O (stereo not given)
→ 0.0	7	-1.4	-5
O=C(NCCCN1CCCC1=O)c1cccc(Nc2cnccn2)n1
→ 0.3	3	2.3	-5
CSc1ccc(CCNC(=O)c2nc(-c3cccnc3)no2)cc1
→ -0.1	2	-0.1	11
CC(C)[C@H](NC(=O)c1ccc(C(C)(C)C)cc1)C(=O)NNC(=O)c1ccccc1F
→ 0.1	-4	-0.2	-14
O=C(Nc1ccccc1)c1cc2cc(Cl)cc(Cl)c2oc1=Nc1ccc(F)cc1
→ 0.0	-7	0.0	1
CCOC(=O)CCC(=O)Nc1ccc(-c2nnc(N(C)c3ccccc3)s2)cc1
→ -0.2	-8	-0.4	-5
O=C(CSc1nc2ccccc2s1)N=C1NC(=O)CS1
→ -0.1	-3	-0.7	0

In the list so far, these contain a Cl atom.
Values run as follows: FBW7 activator	MITF primary	GPR151 activ	TEAD-YAP inh
COc1ccccc1CNS(=O)(=O)c1cc(C(=O)Nc2cc(Cl)cc(Cl)c2)ccc1F
→ -0.1	4	2.3	2
CSc1ccc(Cl)c(C(=O)Nc2cccc(C3OCCCO3)c2)c1
→ 0.0	2	2.7	1
O=C(CCC1CCN(Cc2cc3c(cc2Cl)OCO3)CC1)NC1CC1
→ 0.2	5	-0.9	6
O=C(Nc1cccc([N+](=O)[O-])c1)c1cc(Br)ccc1Cl
→ -0.9	-6	-1.4	5
O=S(=O)(c1ccc(Oc2ccc(Cl)cc2)cc1)c1ccc(Oc2ccc(Cl)cc2)cc1
→ 0.1	-3	0.0	8
CC(C)CCNC(=O)NC(=O)CSc1n[nH]c(COc2ccc(Cl)cc2)n1
→ 0.2	7	-0.1	-1
CC(Nc1cc(N2CCN(C(=O)c3cc(F)c(F)cc3Cl)CC2)ccc1[N+](=O)[O-])C12CC3CC(CC(C3)C1)C2 (stereo not given)
→ 0.3	10	-1.0	5
Cc1onc(-c2ccccc2Cl)c1C(=O)Nc1ccccc1Sc1ccccc1
→ 0.1	3	-0.6	23
COC(=O)c1ccc(CNC(=O)c2ccc(Cl)c(S(=O)(=O)NC(C)(C)C)c2)cc1
→ 0.1	-5	1.2	3
CC1(C)CC(NC(=O)c2cc(Cl)c(Cl)cc2C(=O)O)CC(C)(C)N1
→ 0.1	4	0.8	4
CN1CCN(C(CC(=O)Nc2ccccc2Cl)C(=O)O)CC1 (stereo not given)
→ 0.7	18	0.0	4
O=C(Nc1ccccc1)c1cc2cc(Cl)cc(Cl)c2oc1=Nc1ccc(F)cc1
→ 0.0	-7	0.0	1
